HBB splicing – qHTS Assay for Modulators of Hemoglobin Beta Chain Splicing; HBB splicing reporter cell assay, activation; EGFP reporter with mutant IVS2-654 intron; response scale: normalised to 500 nM splice-correcting PNA; Potency, µM (series often up to 46.1 µM), for inactives: top-dose activation, actives largely listed as activators; 65,000 compounds, 0.06% hits; AID 925, 2007; further: potency means the concentration at half of the fitted maximal effect; 0% is about no effect
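Compounds were applied for 2 days to HeLa EGFP-654 cells, 500/well in Optimem with 2% FCS. The reporter's EGFP is disrupted by mis-splicing of beta-globin intron IVS2-654. Readout: summed well GFP fluorescence from 488 nm laser scanning; reference was 500 nM antisense […] 654 PNA.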
Hsp90 Hop PPI – qHTS Assay for Disrupters of an Hsp90 Co-Chaperone Interaction. AID 595, 2007. AlphaScreen TPR2A-His6 binding biotin-Hsp90 C-terminal peptide. Hsp90 C-terminal peptide / TPR2A (Hop) interaction, human. Potency, µM (highest dose often 57 µM), for inactives: at the highest dose activity change, negative = inhibition. 71,000 compounds, 0.44% hits; active means well fitted curve in either direction with a large enough effect; inconclusive means small, poorly fitted or top-dose-only effect, or another doubt; further: potency means the concentration at half of the fitted maximal effect; on the % scale 0 is the no-effect control and ±100 the full control effect; many of its hits are not listed in these tables
Ub-GFP proteasome – Ubiquitin-GFP Assay | Ubiquitin-GFP reporter cells, proteasome inhibition, GFP fluorescence; response scale: untreated = 0%, 10 µM MG-132 = 100% | Potency, µM (highest dose often 45.9 µM), for inactives: at the highest dose activation (GFP accumulation), hits mostly activators | 67,000 tested, under 10 active; active means well fitted activation curve with a large enough effect, not every such curve was filed as active; inconclusive means small, poorly fitted or top-dose-only effect, or another doubt; inactive means no such curve, though single readings can be large or run the other way; further: potency means the concentration at half of the fitted maximal effect
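U2OS Ub(G76V)-GFP reporter; O/N plating, 0.5% FBS; cpd 46 uM–2.9 nM, 4 h, 37 °C; GFP+ cell count, 488/515 nm; norm. to basal vs 10 uM MG-132; CRC fit.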
GFP derepression – qHTS Assay for Epigenetic Modulators; mouse C127i GFP locus derepression, cytometry, 30 h; Potency, µM (series often up to 46.1 µM), inactives show at the top dose GFP derepression (activation); 68,000 compounds, 0.09% hits; AID 597, 2007; further: % of control where 0% means no effect
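Read-out is the number of GFP-positive cells, scored as fluorescent objects 20 to 120 um wide, reflecting derepression of a silenced CMV-GFP reporter in murine C127i cells after 30 h compound exposure at 37 C.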
CRE Fsk mod – Cell signaling CRE-BLA (Fsk stim); CHO CRE-bla reporter (cAMP response element driving beta-lactamase), forskolin EC10, beta-lactamase ratio; Potency, µM (series often up to 38.2 µM), for inactives: top-dose activity change, negative = inhibition, actives largely listed as activators; 71,000 compounds, 2.5% hits; active means well fitted activation curve with a large enough effect in the signal ratio, with a control signal flat, not every such curve was filed as active; inconclusive means small, poorly fitted or top-dose-only effect, or effect the other way, or a change in a side signal; the % refers to the signal ratio; further: potency means the concentration at half of the fitted maximal effect; % of control where 0% means no effect
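CHO CRE-bla cells, overnight plating in Opti-MEM with 0.5% dialyzed FBS; cpd titration + EC10 NKH 477, 3 h 37 °C; CCF4 2 h RT; ex 405/em 460 vs 530 ratio → %Activity, AC50.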
USP2a inh – qHTS Assay for Inhibitors of Ubiquitin-specific Protease USP2a; AID 927, 2007; USP2a enzymatic assay, qHTS inhibition; Ubiquitin carboxyl-terminal hydrolase 2 (Homo sapiens), O75604; Potency, µM (titrated, usually from 38.3 µM), inactives show top-dose activity change, negative = inhibition, hits mostly inhibitors; 60,000 compounds, 0.1% hits;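 further: potency means the concentration at half of the fitted maximal effect; nearly all actives have a fitted effect of over 60% in size; plate controls were DMSO for no effect and NEM full inhibition control for full effect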
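USP2 core (20nM final) preincubated 30 min RT with compound, then Ub-PLA2 20nM and NBD C6-HPC 20uM final added; buffer 20mM Tris-HCl pH 8.0, 2mM CaCl2. Fluorescence Ex 460/Em 535 read at 0 and 2.5 h; normalized to NEM.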
BRCT inh green – qHTS Assay for Inhibitors of BRCT-Phosphoprotein Interaction (Green Fluorophore). Breast cancer type 1 susceptibility protein (Homo sapiens), P38398. BRCA1 BRCT-phosphopeptide binding, green fluorescence polarization. Potency, µM (highest dose often 76.9 µM), inactives show top-dose activity change, negative = inhibition, hits mostly inhibitors. 75,000 compounds, 0.05% hits. AID 875, 2007;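 further: potency means the concentration at half of the fitted maximal effect; plate controls were peptide without protein for full effect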
Target sequence (P38398 whole entry, looked up): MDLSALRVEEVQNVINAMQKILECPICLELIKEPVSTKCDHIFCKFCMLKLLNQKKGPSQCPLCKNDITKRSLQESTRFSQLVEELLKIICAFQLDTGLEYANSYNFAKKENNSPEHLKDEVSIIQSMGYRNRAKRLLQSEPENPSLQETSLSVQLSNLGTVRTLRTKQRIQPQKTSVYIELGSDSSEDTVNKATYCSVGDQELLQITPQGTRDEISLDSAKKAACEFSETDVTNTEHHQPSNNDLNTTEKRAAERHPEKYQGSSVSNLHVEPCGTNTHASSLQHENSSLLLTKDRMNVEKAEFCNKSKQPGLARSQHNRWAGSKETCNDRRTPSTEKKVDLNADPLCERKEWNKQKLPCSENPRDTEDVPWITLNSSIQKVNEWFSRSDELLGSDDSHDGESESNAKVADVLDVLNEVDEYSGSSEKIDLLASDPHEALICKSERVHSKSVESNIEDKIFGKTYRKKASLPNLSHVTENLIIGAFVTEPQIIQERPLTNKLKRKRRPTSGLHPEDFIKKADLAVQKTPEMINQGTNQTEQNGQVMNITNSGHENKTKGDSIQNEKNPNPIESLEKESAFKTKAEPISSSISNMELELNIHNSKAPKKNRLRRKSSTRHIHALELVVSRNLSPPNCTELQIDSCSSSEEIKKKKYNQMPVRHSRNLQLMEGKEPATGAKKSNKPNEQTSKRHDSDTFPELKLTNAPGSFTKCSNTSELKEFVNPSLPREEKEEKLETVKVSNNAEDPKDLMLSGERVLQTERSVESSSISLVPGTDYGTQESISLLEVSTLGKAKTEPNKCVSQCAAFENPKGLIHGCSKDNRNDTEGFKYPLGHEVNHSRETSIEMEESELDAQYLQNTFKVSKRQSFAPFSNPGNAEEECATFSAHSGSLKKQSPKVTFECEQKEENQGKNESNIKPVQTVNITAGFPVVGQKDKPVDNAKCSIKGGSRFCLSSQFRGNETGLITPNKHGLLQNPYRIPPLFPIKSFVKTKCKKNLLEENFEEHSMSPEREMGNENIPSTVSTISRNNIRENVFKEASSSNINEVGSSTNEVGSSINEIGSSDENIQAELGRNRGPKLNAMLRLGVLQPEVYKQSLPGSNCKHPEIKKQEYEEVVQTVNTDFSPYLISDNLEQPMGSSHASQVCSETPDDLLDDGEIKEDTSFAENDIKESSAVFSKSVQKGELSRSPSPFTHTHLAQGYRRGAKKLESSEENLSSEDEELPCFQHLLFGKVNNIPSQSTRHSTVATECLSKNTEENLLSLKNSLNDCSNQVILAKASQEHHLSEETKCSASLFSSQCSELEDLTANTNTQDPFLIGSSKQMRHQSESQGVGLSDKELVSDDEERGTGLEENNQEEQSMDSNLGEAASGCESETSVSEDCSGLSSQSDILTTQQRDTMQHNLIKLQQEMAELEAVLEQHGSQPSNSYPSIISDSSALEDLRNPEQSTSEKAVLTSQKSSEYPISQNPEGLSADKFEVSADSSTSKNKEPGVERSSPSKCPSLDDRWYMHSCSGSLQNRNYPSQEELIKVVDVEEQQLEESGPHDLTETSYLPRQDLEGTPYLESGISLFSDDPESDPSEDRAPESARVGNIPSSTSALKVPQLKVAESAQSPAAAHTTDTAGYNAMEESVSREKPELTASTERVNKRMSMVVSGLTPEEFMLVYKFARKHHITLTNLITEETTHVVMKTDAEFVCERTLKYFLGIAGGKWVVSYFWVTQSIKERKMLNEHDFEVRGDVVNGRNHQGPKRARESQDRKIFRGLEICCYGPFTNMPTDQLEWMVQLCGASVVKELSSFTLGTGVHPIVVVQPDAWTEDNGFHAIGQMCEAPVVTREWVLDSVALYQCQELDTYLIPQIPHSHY
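Fluorescence polarization: His-tagged BRCT (~35 kDa BRCA1 C-terminus, 250 nM) bound to 100 nM fluorescein-labeled phosphorylated 10-aa BACH1 peptide, pH 7.3 phosphate buffer with DTT and Tween 20. Compounds incubated 12 min at room temperature; inhibition read as lowered polarization.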
DNA Pol III inh – qHTS Assay for Inhibitors of DNA Polymerase III Holoenzyme System; Potency, µM (highest dose often 57.1 µM), inactives show at the top dose activity change, negative = inhibition; 71,000 compounds, 0.25% hits; AID 603, 2007; reconstituted DNA polymerase III holoenzyme replication, biochemical; further: potency means the concentration at half of the fitted maximal effect; on the % scale 0 is the no-effect control and ±100 the full control effect
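Reconstituted *E. coli* holoenzyme (0.35 nM Pol III, 1 nM beta, 154 nM SSB, 2 nM primase) was preincubated with compound for 15 min at RT. Synthesis on 1.4 nM ssM13Gori ran 35 min, then was stopped with PicoGreen/EDTA and read as dsDNA fluorescence.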
BRCT PPI red – qHTS Assay for Inhibitors of BRCT-Phosphoprotein Interaction (Red Fluorophore); 75,000 compounds, 0.03% hits; BRCT-phosphopeptide binding, red fluorescence polarization; AID 892, 2007; Potency, µM (series often up to 76.9 µM), inactives show at the top dose activity change, negative = inhibition, usual class: inhibitors; Breast cancer type 1 susceptibility protein (Homo sapiens), P38398; further: on the % scale 0 is the no-effect control and ±100 the full control effect
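Fluorescence polarization: 100 nM His-tagged BRCA1 BRCT with 100 nM TAMRA-labelled phospho-BACH1 decapeptide, phosphate buffer pH 7.3 with 150 mM NaCl, DTT, 0.01% Tween 20; 12 min RT. Binding inhibition seen as FP decrease.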
HADH2 inhib – qHTS Assay for Inhibitors of HADH2 (Hydroxyacyl-Coenzyme A Dehydrogenase, Type II); Potency, µM (doses to about 57.1 µM), for the others: at the highest dose activity change, negative = inhibition, usual class: inhibitors; recombinant HADH2, NADH fluorescence, beta-hydroxybutyryl-CoA; 3-hydroxyacyl-CoA dehydrogenase type-2 (Homo sapiens), Q99714; AID 886, 2007; 73,000 compounds, 3.4% hits; further: potency means the concentration at half of the fitted maximal effect; on the % scale 0 is the no-effect control and ±100 the full control effect; nearly all actives have a fitted effect of over 60% in size; many of its hits are not listed in these tables
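E. coli-expressed His-tagged HADH2 tested at 20 nM in alkaline Tris buffer (pH 9.0); oxidation of 90 uM beta-hydroxybutyryl-CoA with 1 mM NAD+ tracked fluorimetrically for 4 min.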
ALOX15 inhib – qHTS Assay for Inhibitors of 15-hLO (15-human lipoxygenase); Polyunsaturated fatty acid lipoxygenase ALOX15 (Homo sapiens), P16050; purified 15hLO-1, xylenol orange hydroperoxide absorbance; Potency, µM (doses to about 57.1 µM), for the others: at the top dose activity change, negative = inhibition, actives largely listed as inhibitors; 74,000 compounds, 1.4% hits; AID 887, 2007; further: potency means the concentration at half of the fitted maximal effect; on the % scale 0 is the no-effect control and ±100 the full control effect; nearly all actives have a fitted effect of over 55% in size
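Hydroperoxide formed from arachidonic acid (50 uM) by purified human 15hLO-1 (40 nM) oxidizes ferrous iron, and the ferric-xylenol orange complex is read at 573 versus 405 nm. Compounds were preincubated 15 min; reaction ran 6 min at room temperature.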
Numbers without * were called inactive; ? = inconclusive; . = no result given; [ ] = another dose, or the depositor's remark. Unless noted, the call rests on the fitted dose curve; in most records, active means well fitted curve in the direction sought with a large enough effect; inconclusive means small, poorly fitted or top-dose-only effect, or another doubt; inactive means no such curve, though single readings can be large; an effect the other way counts as inactive or inconclusive. An excerpt; the hit share may differ from the screen's.

| nr | structure | HBB splicing | Hsp90 Hop PPI | Ub-GFP proteasome | GFP derepression | CRE Fsk mod | USP2a inh |
| --- | --- | --- | --- | --- | --- | --- | --- |
| 1 | O=C(CN1C(=O)NC2(CCCCCCC2)C1=O)N1CCOCC1 | 0.9% | -2% | -2% | -1% | ? | -6% |
| 2 | CC1=NOC2(C1)N(C)c1ccccc1C2(C)C (configuration not stated) | -0.2%[57.5 µM] | 2% | -2% | 6% | 0% | -5% |
| 3 | C1CCC2OC2C1 (configuration not stated) | 0.3% | -5% | . | . | -9% | . |
| 4 | Cc1occc1-c1nnc(SCC(=O)c2ccc(Cl)cc2)n1C | 0.2% | -2% | 1% | -3% | -4% | 11% |
| 5 | CN(C)c1ccc(NC(=O)CC2NCCNC2=O)cc1 (configuration not stated) | 0.2% | -2% | 1% | 2% | 1% | 3% |
| 6 | Cc1ccc(CN(Cc2cc3cc(C)ccc3[nH]c2=O)C(=O)N2CCOCC2)cc1 | . | -5% | 1% | -2% | 1% | 132%[activator] |
| 7 | O=C(CN1CCOc2ccccc21)NCc1ccc(Cl)cc1 | -0.3% | -7% | 12% | 0% | -10% | . |
| 8 | COc1ccc(CN2CN(C(C)C)CSC2=S)cc1 | 0.3%[0.369 µM] | -2% | 3% | 2% | 0% | 0% |
| 9 | Cc1cccc(OCC(=O)N2CCN(C(=O)c3cccs3)CC2)c1 | 0.0% | -4% | -4% | 0% | -1% | 5% |
| 10 | CCC(c1nnnn1Cc1ccco1)N(Cc1cc2cc(C)cc(C)c2[nH]c1=O)CC1CCCO1 (configuration not stated) | . | -3% | -3% | 1% | 10% | 111%[activator] |
| 11 | O=C(CN(C1CC1)S(=O)(=O)c1ccc(S(=O)(=O)NC2CCCCC2)cc1)Nc1ccccc1 | -0.2%[57.5 µM] | 1% | 3% | 0% | -13% | 38%[activator] |
| 12 | CSc1nc2ccccc2c(=O)n1N | 1.0% | -4% | 4% | 4% | 11% | -1% |
| 13 | CC1(C)CC(=O)C2=C(C1)OC(N)=C(C#N)C21C(=O)N2CCCc3cccc1c32 (configuration not stated) | -0.9% | ? | 5% | 0% | -10% | ? |
| 14 | Cc1cc(C)c2c(=O)[nH]c(SCC(=O)N3CCCCC3)nc2n1 | 1.7%[0.0738 µM] | ? | -9%[9.17 µM] | -3% | 2.5µM* | 1%[7.66 µM] |
| 15 | COc1cccc(NC(=O)CNC(=O)c2ccc(F)cc2)c1 | -0.5% | -2% | 4% | 0% | 1% | -4% |

| nr | BRCT inh green | DNA Pol III inh | BRCT PPI red | HADH2 inhib | ALOX15 inhib |
| --- | --- | --- | --- | --- | --- |
| 1 | -1.7% | -2% | 0.2% | 0% | 9% |
| 2 | -1.9% | -3% | -1.0% | -2% | -10% |
| 3 | 0.2% | 1% | 0.1% | -5% | -3% |
| 4 | 0.3% | 10% | 0.3% | -12% | -5% |
| 5 | -1.2% | -3% | -0.8% | 2% | -7% |
| 6 | 0.4% | 0% | 0.4% | 1% | -7% |
| 7 | -0.8% | -6% | 0.6% | 0% | 4% |
| 8 | -3.0% | -1% | -1.8% | -17% | 5% |
| 9 | -0.7% | 2% | 0.4% | -4% | 8% |
| 10 | -4.2% | -2% | -0.7% | -10% | 10µM* |
| 11 | -1.6% | 5% | -1.1% | 1% | -26% |
| 12 | -2.5% | -3% | -0.2% | 2% | 4% |
| 13 | 0.2% | -2% | -2.6% | -4% | 4% |
| 14 | 2.3% | -9%[11.4 µM] | 0.9% | -16%[11.4 µM] | 3%[11.4 µM] |
| 15 | -1.1% | 4% | 1.0% | 8% | 4% |

4 entries picked at random from the list so far:
| nr | structure | HBB splicing | Hsp90 Hop PPI | Ub-GFP proteasome | GFP derepression | CRE Fsk mod | USP2a inh |
| --- | --- | --- | --- | --- | --- | --- | --- |
| 13 | CC1(C)CC(=O)C2=C(C1)OC(N)=C(C#N)C21C(=O)N2CCCc3cccc1c32 (configuration not stated) | -0.9% | ? | 5% | 0% | -10% | ? |
| 8 | COc1ccc(CN2CN(C(C)C)CSC2=S)cc1 | 0.3%[0.369 µM] | -2% | 3% | 2% | 0% | 0% |
| 14 | Cc1cc(C)c2c(=O)[nH]c(SCC(=O)N3CCCCC3)nc2n1 | 1.7%[0.0738 µM] | ? | -9%[9.17 µM] | -3% | 2.5µM* | 1%[7.66 µM] |
| 9 | Cc1cccc(OCC(=O)N2CCN(C(=O)c3cccs3)CC2)c1 | 0.0% | -4% | -4% | 0% | -1% | 5% |

| nr | BRCT inh green | DNA Pol III inh | BRCT PPI red | HADH2 inhib | ALOX15 inhib |
| --- | --- | --- | --- | --- | --- |
| 13 | 0.2% | -2% | -2.6% | -4% | 4% |
| 8 | -3.0% | -1% | -1.8% | -17% | 5% |
| 14 | 2.3% | -9%[11.4 µM] | 0.9% | -16%[11.4 µM] | 3%[11.4 µM] |
| 9 | -0.7% | 2% | 0.4% | -4% | 8% |

Laid out differently: results already given
2	CC1=NOC2(C1)N(C)c1ccccc1C2(C)C (configuration not stated)
3	C1CCC2OC2C1 (configuration not stated)

Screen / compound no. | 2 | 3
HBB splicing | -0.2%[57.5 µM] | 0.3%
Hsp90 Hop PPI | 2% | -5%
Ub-GFP proteasome | -2% | .
GFP derepression | 6% | .
CRE Fsk mod | 0% | -9%
USP2a inh | -5% | .
BRCT inh green | -1.9% | 0.2%
DNA Pol III inh | -3% | 1%
BRCT PPI red | -1.0% | 0.1%
HADH2 inhib | -2% | -5%
ALOX15 inhib | -10% | -3%

More records.
| nr | structure | HBB splicing | Hsp90 Hop PPI | Ub-GFP proteasome | GFP derepression | CRE Fsk mod | USP2a inh |
| --- | --- | --- | --- | --- | --- | --- | --- |
| 16 | Cc1oc2cc3c(C(=O)N4CCN(C)CC4)c(C)oc3cc2c1C(=O)N1CCN(C)CC1 | . | -1% | 0% | 0% | 0% | -5% |
| 17 | O=C(Cc1c(O)c2ccccc2[nH]c1=O)NCc1cccc(F)c1 | 3.9%[0.369 µM] | -1% | . | -2% | -8% | 0% |
| 18 | CCOc1ccc(NS(=O)(=O)c2ccc(NS(C)(=O)=O)cc2)cc1 | -1.2%[9.22 µM] | -1% | 22% | 0% | -6% | -1% |
| 19 | COc1cccc(-c2nccc(NCc3cccnc3)n2)c1 | -0.6% | -6% | -7% | -1%[9.22 µM] | 12% | 14% |
| 20 | CCN(CCCNC(=O)Cn1cc2c(n1)CCCC2)c1cccc(C)c1 | -0.6% | -12% | ? | -4% | -2% | . |
| 21 | CC1(C)CC2CC(C)(CN2C(=O)c2cc(-c3ccccc3O)on2)C1 (configuration not stated) | 0.5% | -4% | 18% | 7% | 10% | . |
| 22 | O=C(NCCO)C(c1ccccc1)c1ccccc1 | 1.8%[9.22 µM] | 0% | -7% | 6% | -9% | -4% |

| nr | BRCT inh green | DNA Pol III inh | BRCT PPI red | HADH2 inhib | ALOX15 inhib |
| --- | --- | --- | --- | --- | --- |
| 16 | -1.9% | -5% | -0.1% | -4% | -3% |
| 17 | -6.4% | -4% | 0.3% | -4% | -4% |
| 18 | -3.2% | -2% | -0.6% | 0% | -3% |
| 19 | 1.6% | -5% | -0.8% | ? | 8% |
| 20 | -1.2% | -5% | 0.6% | -4% | -6% |
| 21 | 1.6% | -8% | -1.7% | -9% | -2% |
| 22 | -1.9% | -2% | -0.6% | 3% | 0% |

Screening results from PubChem.
